High-throughput results from PubChem BioAssay.
PDI inh: PDI (human) enzyme inhibition; AID 588391; PDI insulin aggregation turbidity, A650, 90 min; actives 0.052% (n = 350,000); P07237; inhibition, % at 10 µM;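 active means mean inhibition across replicates of 30% or more, whatever share of single replicates reach that level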;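 further: absorbance from insulin aggregation driven by PDI reduction with DTT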
Target sequence (P07237 whole entry, looked up): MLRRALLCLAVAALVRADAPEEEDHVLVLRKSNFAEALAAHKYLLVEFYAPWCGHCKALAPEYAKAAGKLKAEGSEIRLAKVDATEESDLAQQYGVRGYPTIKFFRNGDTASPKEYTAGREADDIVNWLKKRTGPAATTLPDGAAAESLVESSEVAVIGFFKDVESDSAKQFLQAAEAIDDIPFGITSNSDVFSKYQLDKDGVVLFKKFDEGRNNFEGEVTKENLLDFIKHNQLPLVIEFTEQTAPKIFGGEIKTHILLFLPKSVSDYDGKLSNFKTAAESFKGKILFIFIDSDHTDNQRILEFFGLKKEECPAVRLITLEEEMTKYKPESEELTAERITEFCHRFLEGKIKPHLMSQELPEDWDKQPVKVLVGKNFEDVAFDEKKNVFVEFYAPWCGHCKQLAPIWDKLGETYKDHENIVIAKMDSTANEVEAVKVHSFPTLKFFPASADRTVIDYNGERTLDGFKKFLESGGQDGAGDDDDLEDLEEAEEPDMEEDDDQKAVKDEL
TRPM1 prom inh: MITF TRPM1 promoter inhibition in SK-MEL-5 cells. SK-MEL-5 TRPM1 promoter luciferase, 24 h. inhibition, % at 12.5 µM. actives 0.83% (n = 330,000). AID 488899;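 active means mean inhibition across replicates of 60% or more, whatever share of single replicates reaches that level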; further: values of inactives mirror those of a sister screen read the other way
Peg3 promoter: Peg3 promoter activity inhibition; actives 1.7% (n = 360,000); HeLa PEG-Prom luciferase reporter, luminescence, overnight; AID 588405; inhibition, % at 20 µM;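 active means inhibition of at least 50% at 20 µM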
CaV13 ICDI inh: Disruptors of the CACNA1D IQ motif to Ca2+-dependent inactivation inhibitor domain association, primary screening, Förster resonance energy transfer in intact living …; HEK cells, CFP/YFP FRET ICDI-IQ, plate reader, 10 min; percent FRET-ratio fall versus neutral wells; inhibition, % at 12.3 µM; actives 0.098% (n = 340,000); AID 743397;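 active means mean replicate inhibition of at least 30% and at least 1% of replicates passing that level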;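 further: 0% = median of the neutral control wells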
CF NFkB block: inhibitors of cystic fibrosis induced NF-kB; KKLEB NF-kB-GFP reporter, PAF-induced, GFP fluorescence overnight; inhibition, % at 5 µM; actives 0.86% (n = 360,000);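 active means at least 50% inhibition at 5 µM, scaled per plate between neutral and stimulator controls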;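 further: PAF is a Pseudomonas aeruginosa culture filtrate used as stimulus; plate controls were PAF-stimulated DMSO wells for no effect and unstimulated DMSO wells for full effect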
Vif inh: HIV Vif inhibition; actives 0.35% (n = 340,000); HEK293T cells, Vif self-association by quenched fluorescence, imaging, 24 h; inhibition, % at 7.49 µM; in the data active means inhibition above about 50%, passing the limit was not always enough; further: some results filed as inactive read as strong as hits
NR2E3 ag-1: agonists of human NR2E3 nuclear receptor | AID 602229 | actives 0.35% (n = 360,000) | CHO-S Gal4-NCOR/VP16-NR2E3 two-hybrid, luciferase | Q9Y5X4 | inhibition of corepressor binding, % at 3.98 µM;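 active means inhibition above the mean of all tested compounds plus 3 SD, cut at about 70% in these data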;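 further: 0% = DMSO with NR2E3 transfected cells and 100% = cells lacking NR2E3 construct; higher means lower luciferase signal from less NR2E3 corepressor binding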
Target sequence (Q9Y5X4 whole entry, looked up, the tested form may be a part): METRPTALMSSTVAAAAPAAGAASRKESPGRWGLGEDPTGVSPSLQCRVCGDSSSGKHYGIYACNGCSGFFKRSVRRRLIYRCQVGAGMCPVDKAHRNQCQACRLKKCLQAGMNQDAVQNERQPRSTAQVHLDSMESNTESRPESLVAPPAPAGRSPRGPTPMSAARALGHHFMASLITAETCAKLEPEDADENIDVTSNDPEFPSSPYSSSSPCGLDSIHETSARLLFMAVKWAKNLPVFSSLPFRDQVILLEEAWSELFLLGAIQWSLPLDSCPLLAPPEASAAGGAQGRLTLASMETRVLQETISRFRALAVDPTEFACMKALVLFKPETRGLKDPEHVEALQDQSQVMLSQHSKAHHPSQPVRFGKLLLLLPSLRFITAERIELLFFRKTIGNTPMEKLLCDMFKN
NR2E3 ag-2: NR2E3 (human) agonism | GST-NR2E3/biotin-RetCOR TR-FRET, 1536-well | actives 0.12% (n = 320,000) | inhibition of corepressor binding, % at 4.78 µM | Q9Y5X4 | AID 2300;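 active means percent inhibition above the cutoff of mean plus 3 SD of all tested compounds, set per screening campaign, cut at about 20% in these data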;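 further: 0% = DMSO wells and 100% = biotin wells as full block of FRET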
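Material: NR2E3–RetCOR corepressor complex / Amount: 1.35 nM GST-NR2E3 / Medium: Tris pH 7.5 / Compound: single nominal compound dose of 4.8 µM / Incubation: 5 h at 4 °C / Technique: TR-FRET, Eu(K)-anti-GST donor, streptavidin-D2 acceptor, ex 340, em 617/671 nm / Read-out basis: percent loss of FRET ratio relative to control wells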
KKLEB cytotox: counter-screen for CF NF-kB inhibitors: cytotoxicity; AID 602141; KKLEB CF airway cells viability, ATPlite luminescence, overnight; hits give low values; cells stimulated with P. aeruginosa culture filtrate; activity change (cytotoxicity), % at 5 µM; actives 0.36% (n = 360,000);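 active means corrected activity change at or below -50% at 5 µM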
Shn3 3UTR inh: Schnurri-3 reporter inhibition in Clone20 osteoblasts | actives 0.52% (n = 360,000) | inhibition, % at 12.5 µM | Clone20 osteoblast Shn3 3'UTR firefly luciferase, 24 h | AID 588674;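 active means mean inhibition of at least 75% with every replicate also reaching 75%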;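 further: 0% = median of neutral control wells and 100% = pilot-screen positive control compound; some compounds past the cut are filed as inactive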
HIF-2a inh: HIF-2a inhibition; 786-0 RCC cells HIF-2a reporter, luciferase luminescence, overnight; actives 0.72% (n = 360,000); inhibition, % at 18.8 µM;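 active means inhibition of the luminescence signal of 40% or more relative to plate controls, in a single-dose primary screen at 18.75 µM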
The depositor's hits bear a star; . = not tested or not shown.

SMILES	PDI inh	TRPM1 prom inh	Peg3 promoter	CaV13 ICDI inh	CF NFkB block	Vif inh	NR2E3 ag-1	NR2E3 ag-2	KKLEB cytotox	Shn3 3UTR inh	HIF-2a inh
O=C(C[C@H]1C/C=C\CC[C@@H](Cc2ccc(F)cc2)C(=O)OC[C@H]2CCCN2C1=O)N[C@H](CO)Cc1ccccc1	-1	-11	12	-10	17	3	8	.	-16	-8	-3
COc1ccc(C)cc1S(=O)(=O)N(CC(=O)N1CCCC1)c1ccc(C)cc1	-2	-12	15	.	16	-6	6	-2	-5	18	6
CC1(C)CC(NS(=O)(=O)c2cccc3ccccc23)CC(C)(C)N1	-5	0	-1	-9	-2	4	15	-3	3	4	16
CCCCCCCCS(=O)c1sc2nc(C)cc(C)c2c1N (configuration not stated)	11	8	20	-4	1	26	24	0	6	7	6
NC(=O)c1cccnc1Oc1ccc(Cl)cc1Cl	4	-10	-5	-6	-1	0	-20	-1	1	-14	-2
C=CCn1c(SCCC)nc(O)cc1=O	6	-6	16	-8	20	14	-8	2	0	-3	13
CCc1ccc(NC(=O)CSc2nnc(Cc3cccn3C)n2-c2ccc(F)cc2)cc1	.	4	3	-2	1	-1	-15	1	8	12	-6
CCOC(=O)N1CCN(C(=O)Cn2c(C)cc3ccccc3c2=O)CC1	10	0	22	-2	1	.	-26	-2	8	7	18
CCCOC(=O)c1ccc(NC(=O)c2ccccc2OC)cc1	8	-26	-82	-3	1	2	-50	0	10	-33	1
CCOC(=O)c1cccc(NC(=S)N2CCN(c3ncc4c(=O)c(C(=O)O)cn(CC)c4n3)CC2)c1	-11	8	1	-5	18	-6	1	-2	-5	-2	20
CCCSc1nnc(CN2CCOCC2)n1C	0	1	7	-4	10	28	-13	4	-6	0	6
COC(=O)c1ccc(NC(=O)C(=O)N2CCN(C(=S)Nc3cccc(OC)c3)CC2)cc1	1	-8	6	-17	-2	-6	0	0	-10	48	1
CCS(=O)(=O)c1ccc(O)c(NC(=O)Nc2ccc(C(C)(C)C)cc2)c1	4	-9	6	-19	0	-4	-12	2	2	-10	-2
COc1ccc(C)cc1S(=O)(=O)N(CC(=O)Nc1cccc([N+](=O)[O-])c1)c1cc(C)cc(C)c1	9	10	-3	-7	14	4	-1	3	-10	69	3
COc1ccc(OC)c(S(=O)(=O)n2cnc3cc(C)c(C)cc32)c1	0	1	13	.	2	0	29	4	-5	-3	19
O=C(CNC(=O)C1CCCC1)Nc1ccccc1Br	-2	-5	0	-2	2	-1	2	3	-5	-4	-1
COc1ccc(NC(=O)C(c2ccc(C)cc2)N(C)C(=O)Cc2cccs2)cc1 (configuration not stated)	-7	0	-15	-5	-18	.	-16	0	0	10	0
Cc1ccc2cc(CCNC(=O)c3ccc4c(c3)OCO4)c(=O)[nH]c2c1	3	.	6	-6	-8	-2	4	2	8	-4	9
CCOC(=O)c1ccc(-n2ccnc2)c(NC(=O)c2ccc(Cl)cc2)c1	-15	4	17	-5	-4	-7	-5	-1	-7	20	13
Cc1cc(=O)n(CCc2ccccc2)c(O)c1C#N	-5	2	-15	-5	-4	.	-21	0	-3	17	-8
O=C(NCCN1CCOCC1)C(=O)NCC1OCCCN1S(=O)(=O)c1cc(F)ccc1F (configuration not stated)	-4	3	3	-2	4	-9	17	-1	0	4	-2
COc1ccc(Cc2nnc(Nc3ccc(Cl)cc3)[nH]c2=O)cc1	18	-3	5	2	14	-10	-19	-2	-3	-1	-2
Cc1cc2n(c(=O)c1C#N)CCCN2c1cccc(Cl)c1	2	-2	18	-4	6	11	-2	3	-9	19	27
Cc1ccnc(NC(=O)c2ccc(N3C(=O)CCC3=O)cc2)c1	5	-20	-39	.	-5	.	-53	1	4	-23	-118
Cc1cc(C)c2oc(C(=O)N(Cc3ccccc3)c3ccccn3)cc(=O)c2c1	-6	6	18	-18	22	5	-10	1	-18	-2	20
SMILES	PDI inh	TRPM1 prom inh	Peg3 promoter	CaV13 ICDI inh	CF NFkB block	Vif inh	NR2E3 ag-1	NR2E3 ag-2	KKLEB cytotox	Shn3 3UTR inh	HIF-2a inh
O=C(NCC(c1ccco1)N1CCc2ccccc21)c1ccccc1F (configuration not stated)	-4	-10	6	-6	14	-10	-7	2	-7	-4	11
COc1ccc(OCC(=O)Nc2ccc(S(=O)(=O)N3CCCCC3)cc2)cc1	-1	-19	-13	-4	-10	13	0	-3	4	1	-30
CC(=O)Nc1ccc(NCN2C(=O)C3C4CCC(C4)C3C2=O)cc1 (configuration not stated)	-2	-10	14	-5	15	10	-13	-1	-4	-4	7
COC(=O)/C(=C\C=C\c1ccccc1)NC(=O)c1ccccc1	6	-2	-10	-6	3	-14	-8	-1	-7	-8	-5
Cc1cc(Oc2ccc(-c3nnc(-c4ccccc4)o3)cc2[N+](=O)[O-])ccc1Cl	-2	-6	25	-6	5	3	-36	4	7	-2	-16
COc1ccc(CNC(=O)Cn2cc3c(n2)CCCCC3)cc1	.	.	3	0	10	10	1	4	1	-10	4
C[C@@H]1CCC2[C@](C)(CO)[C@@H](O)CC[C@]2(C)[C@@]12CCC(CO)(CCO)O2 (some centres not stated)	-7	1	-2	-4	-7	-4	-31	0	6	2	11
Cc1nc(NC(=O)CN2CCN(c3ccccc3F)CC2)sc1C(=O)N(C)C	-3	0	11	2	-1	-2	6	1	1	0	9
O=C(NCc1ccc(F)cc1)c1cnn2ccccc12	-12	-68	-234	-6	12	-2	-95	3	11	-92	-191
Cn1c(SCC(=O)Nc2ccc3c(c2)OCCO3)nnc1-c1ccncc1	-38	-7	24	-7	13	14	-19	1	-13	-3	5
COc1ccccc1C(=O)CC(=O)c1ccccc1	-4	-69	-188	-20	-30	-1	-45	-1	3	-62	-248
CCCCCCN1C[C@H](n2cc(-c3ccc(F)cc3)nn2)[C@@H](O)C[C@@H]1c1ccc(Cl)cc1	-3	.	98*	-10	27	-2	-25	.	-7	95*	4
Cc1cc(OCc2nn[nH]n2)c2c(C)c(CC(=O)O)c(=O)oc2c1	-6	2	1	-5	-1	1	1	1	7	2	16
COc1ccc(CCn2c(-c3ccc(F)cc3)nc3c(c(=O)c4ccccc4n3C)c2=O)cc1OC	5	.	10	-20	13	2	-34	-2	5	-12	5
Cc1cc(OC(C)C(=O)NCc2ccncc2)c2c(C)cc(=O)oc2c1 (configuration not stated)	-1	0	-3	-14	2	6	-5	0	-2	-18	1
CN1CCN(C(=O)C2=C[C@@H](c3ccccc3)C[C@@H](OCc3ccc(CO)cc3)O2)CC1	-20	-4	4	-10	12	1	5	2	10	-37	7
COc1cc(C(=O)NNC(=O)c2ccc(F)cc2)ccc1OCC(=O)N1CCOCC1	-2	3	2	-6	10	13	17	1	0	-8	0
CSc1nc2ccc(NC(=O)c3ccc(Cl)s3)cc2s1	5	.	-297	-8	10	-10	-17	1	-15	-64	-231
CCOC(=O)c1c(C)[nH]c(C)c1S(=O)(=O)NCc1ccccc1C	-1	0	12	-3	-22	-3	1	3	5	0	-3
CCCCN(C(=O)c1cc(Cl)nc2ccccc12)c1c(N)n(CCCC)c(=O)[nH]c1=O	-6	0	5	-6	2	-2	20	0	-18	-29	18
COc1ccc(CNC(=O)CSc2nnnn2-c2ccc(O)cc2)cc1	22	-7	6	-3	-6	0	2	-1	-4	-5	10
CCOC(=O)N1CCC(NC(=O)CS(=O)(=O)Cc2nc(-c3cccc(Cl)c3)oc2C)CC1	9	-1	12	-2	-28	-16	-3	2	8	12	12
COc1ccc(S(=O)(=O)N[C@@H](CSCc2ccccc2)C(=O)O)cc1	-2	13	7	.	-6	16	-19	.	25	1	2
Cc1ccc(CNC(=O)c2ccccc2CCc2ccccc2)cc1	-1	6	25	-8	4	-4	-3	0	12	9	3
COc1ccccc1C(=O)NC(=S)Nc1ccc2[nH]c(=O)[nH]c2c1	6	-51	-25	-7	15	3	-41	-2	3	-25	-60
SMILES	PDI inh	TRPM1 prom inh	Peg3 promoter	CaV13 ICDI inh	CF NFkB block	Vif inh	NR2E3 ag-1	NR2E3 ag-2	KKLEB cytotox	Shn3 3UTR inh	HIF-2a inh
Cc1cc2[nH]c(=O)c(=O)[nH]c2cc1S(=O)(=O)N1CCN(c2ccccc2F)CC1	-7	-2	-10	-7	-3	3	-18	0	3	-16	9
CC1CCC(NC(=O)CN2C(=O)NC(C)(C)C2=O)CC1 (configuration not stated)	0	2	-7	-6	-21	11	16	1	4	-12	0
S=C(NNc1cccc(Cl)c1)NC1CCCCC1	15	13	25	-5	-26	-4	-32	3	-4	17	13
CC(C)(C)c1ccc(OCCC(=O)Nc2cccc(S(=O)(=O)NC3=NCCCCC3)c2)cc1	0	30	-8	-7	1	-11	-23	.	-10	39	7
O=C1COc2ccc(C(=O)COC(=O)CCSc3ccccc3)cc2N1	1	-5	9	-4	-4	-7	1	8	6	.	-4
Cc1ccc(NC(=O)C2OCCc3ccccc32)cc1 (configuration not stated)	13	-7	-112	0	-6	1	-34	-2	-23	-38	-128
CC1=CC(=C2N=C(c3ccccc3)OC2=O)C=C(C)O1	0	-21	-152	-8	-28	10	-82	-2	14	-16	-138
CCOC(=O)C1CCC(=O)N1Cc1c[nH]c2ccccc12 (configuration not stated)	.	.	5	-4	-24	-5	5	.	8	10	3
CN(CC(=O)N1CCOCC1)S(=O)(=O)c1cc(Cl)ccc1Cl	-4	5	10	-3	6	-8	-20	0	11	4	17
O=C(O)CCCC(=O)Nc1ccccc1-n1ccnc1	-6	1	7	.	12	2	-24	-1	10	-23	19
O=C(COC(=O)c1ccc(S(=O)(=O)N2CCOCC2)cc1)Nc1ccccc1OC(F)F	-1	5	6	-4	44	-2	-2	.	-20	-13	8
O=C(NC1CC1)C1CCN(C2CCN(C(=O)/C=C/c3cccc(F)c3F)CC2)CC1	1	4	-6	-7	-18	-5	11	-2	-9	-6	9
COc1ccc(Cl)cc1NC(=O)CN(C)C(=O)CCc1nc2ccccc2c(=O)[nH]1	20	5	25	-5	3	15	-10	5	-6	9	11
CN1C=CC=C/C1=C1\SC(=S)N(C2CCCCC2)C1=O	-10	1	-22	-4	0	-5	-1	-3	3	7	-28
COCCNC(=O)C(c1ccc(Cl)cc1)N(C(=O)Cn1nnc2ccccc21)c1cccnc1 (configuration not stated)	-5	-1	11	.	6	-16	14	1	5	-30	2
Cc1cc(C)nc(NS(=O)(=O)c2ccc(NC(=O)Cn3c(=O)oc4ccccc43)cc2)n1	-8	.	12	-5	33	.	-13	1	-12	-6	14
Cc1c(C)c2ccc(O[C@@H]3O[C@H](CO)[C@H](O)[C@H](O)[C@H]3O)c(C)c2oc1=O	0	-2	-19	-2	-14	3	-3	.	4	-7	18

Structures listed so far that contain a cyano group (two):
SMILES	PDI inh	TRPM1 prom inh	Peg3 promoter	CaV13 ICDI inh	CF NFkB block	Vif inh	NR2E3 ag-1	NR2E3 ag-2	KKLEB cytotox	Shn3 3UTR inh	HIF-2a inh
Cc1cc(=O)n(CCc2ccccc2)c(O)c1C#N	-5	2	-15	-5	-4	.	-21	0	-3	17	-8
Cc1cc2n(c(=O)c1C#N)CCCN2c1cccc(Cl)c1	2	-2	18	-4	6	11	-2	3	-9	19	27
